Caspase-7 inhib – blocks human caspase-7 allosterically or competitively; recombinant caspase-7, Ac-DEVD-AFC fluorescence rate; P55210; Potency, µM (titrated, usually from 57.5 µM), for the others: at the highest dose activity change, negative = inhibition, most hits filed as inhibitors; actives 0.02% (n = 75,000); AID 889; active means well fitted inhibition curve with a large enough effect in the main read-out, with a control signal flat, not every such curve was filed as active; inconclusive means small, poorly fitted or top-dose-only effect, or a change in a side signal; further: potency means the concentration at half of the fitted maximal effect; % of control where 0% means no effect
TexasRed autofl – compounds fluorescent in Texas Red spectral region | Compound fluorescence, Texas Red channel, 547/618 nm; hits give high values | max dye-equivalent concentration, M | actives 0.06% (n = 59,000) | AID 587; in the data active means max dye-equivalent concentration above about 10 nM; inconclusive means between about 1.1 nM and that limit
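Dye-equivalent concentrations come from scaling compound signal (ex 547, em 618 nm) to six Texas Red standard concentrations run on every plate, after 15 min room-temperature incubation in pH 8.0 Tris (100 mM).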
Rhodamine fluor – compound fluoresces in the rhodamine spectral region; Rhodamine-region fluorescence, 547/598 nm, Tris buffer; hits give high values; max dye-equivalent concentration, M; actives 0.05% (n = 59,000); in the data active means max dye-equivalent concentration above about 11 nM; inconclusive means between about 1.1 nM and that limit
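Read-out is relative fluorescence at 547 nm excitation and 598 nm emission, expressed as dye-equivalent concentration using rhodamine standards on every plate. Each compound was profiled across a concentration series after 15 min in 100 mM Tris, pH 8.0.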
Tau filament bind – tau filament binding; P10636; actives 2% (n = 71,000); AID 596; recombinant tau filaments, thioflavin S fluorescence, 15 h; filaments grown with octadecylsulfate alongside compound; Potency, µM (series often up to 57.1 µM), for inactives: top-dose activity change, negative = inhibition;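 further: potency means the concentration at half of the fitted maximal effect; on the % scale 0 is the no-effect control and ±100 the full control effect; actives lower thioflavin S fluorescence by blocking filaments or displacing dye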
Target sequence (P10636 whole entry, looked up): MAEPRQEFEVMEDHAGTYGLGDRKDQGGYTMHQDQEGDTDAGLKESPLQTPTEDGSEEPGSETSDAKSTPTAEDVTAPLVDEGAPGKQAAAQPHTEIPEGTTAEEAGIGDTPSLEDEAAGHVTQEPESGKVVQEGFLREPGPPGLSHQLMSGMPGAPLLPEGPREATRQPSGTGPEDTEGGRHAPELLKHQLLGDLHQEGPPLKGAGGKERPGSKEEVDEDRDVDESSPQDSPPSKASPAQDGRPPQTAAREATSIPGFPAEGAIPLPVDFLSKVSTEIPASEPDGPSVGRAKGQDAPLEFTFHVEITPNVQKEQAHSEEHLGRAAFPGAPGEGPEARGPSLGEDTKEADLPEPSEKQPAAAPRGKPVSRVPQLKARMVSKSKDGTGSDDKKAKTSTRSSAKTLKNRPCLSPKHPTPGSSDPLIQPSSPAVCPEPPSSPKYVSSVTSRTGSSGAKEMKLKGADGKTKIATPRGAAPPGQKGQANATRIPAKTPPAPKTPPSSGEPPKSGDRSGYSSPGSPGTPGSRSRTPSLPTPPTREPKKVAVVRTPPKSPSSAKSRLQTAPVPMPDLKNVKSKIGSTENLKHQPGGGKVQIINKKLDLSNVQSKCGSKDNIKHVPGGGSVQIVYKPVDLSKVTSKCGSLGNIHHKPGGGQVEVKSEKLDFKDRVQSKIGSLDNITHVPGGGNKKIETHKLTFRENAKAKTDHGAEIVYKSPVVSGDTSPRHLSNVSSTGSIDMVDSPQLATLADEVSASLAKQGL
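Thioflavine S fluorescence (ex 450, em 510 nm) reports filaments formed from 1 uM human tau plus 30 uM ODS over 15 h at 37 C (10 mM HEPES pH 7.4, 100 mM NaCl, 5 mM DTT); compounds displacing dye or blocking filaments lower signal.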
FLuc inh – blocks Photinus pyralis firefly luciferase activity. purified firefly luciferase, luminescence, 8 min. AID 411. actives 2.2% (n = 72,000). P08659. Potency, µM (doses to about 57.1 µM), for inactives: at the top dose activity change, negative = inhibition, usual class: inhibitors; further: potency means the concentration at half of the fitted maximal effect; on the % scale 0 is the no-effect control and ±100 the full control effect; nearly all actives have a fitted effect of over 40% in size
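Luminescence read-out after 8 min at room temperature; enzyme reaction used luciferin plus 10 uM ATP (linear range) in imidazole buffer pH 7.2 with KCl, MgCl2, Tween 20 and BSA. Each sample was run as a titration.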
HEK293 cAMP cs – parental HEK293 cAMP activation (counter-screen); parental HEK293 CNG cAMP sensor, membrane potential fluorescence; Potency, µM (doses to about 57.1 µM), without a hit: at the top dose activation, actives largely listed as activators; actives 2.5% (n = 73,000); further: potency means the concentration at half of the fitted maximal effect; % of control where 0% means no effect; nearly all actives have a fitted effect of over 55% in size
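Parental HEK 293 cells stably expressing a modified CNG channel (no TSHR) report cAMP rise as membrane depolarization. Membrane potential dye with 100 uM RO 20-1724 was loaded for 60 min at room temperature, then compound added for 30 min; fluorescence read at 590 nm.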
Caspase-1 inhib – caspase-1 (human) inhibition, allosteric or competitive; Caspase-1 enzyme, Ac-WEHD-AFC fluorogenic rate; actives 0.03% (n = 75,000); P29466; Potency, µM (titrated, usually from 57.5 µM), for inactives: top-dose activity change, negative = inhibition, most hits filed as inhibitors; AID 900;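 further: potency means the concentration at half of the fitted maximal effect; plate controls were vehicle for no effect and no substrate for full effect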
Target sequence (P29466 120-297 limits assumed): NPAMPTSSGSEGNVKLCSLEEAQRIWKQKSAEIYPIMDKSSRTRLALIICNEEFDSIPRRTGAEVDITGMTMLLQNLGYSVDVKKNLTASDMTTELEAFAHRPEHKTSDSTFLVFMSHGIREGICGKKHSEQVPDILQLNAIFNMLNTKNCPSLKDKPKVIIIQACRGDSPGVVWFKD
Target sequence (P29466 317-404 limits assumed): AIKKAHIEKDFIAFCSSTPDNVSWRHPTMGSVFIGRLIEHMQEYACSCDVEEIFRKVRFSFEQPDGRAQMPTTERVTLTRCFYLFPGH
ERK AVP inh – blocks ERK signaling stimulated by vasopressin. HEK293-V1b, vasopressin-stimulated pERK AlphaScreen. Potency, µM (series often up to 57.5 µM), for the others: at the highest dose activity, negative = inhibition, hits mostly inhibitors. actives 0.99% (n = 72,000). AID 995; further: potency means the concentration at half of the fitted maximal effect; on the % scale 0 is the no-effect control and ±100 the full control effect; nearly all actives have a fitted effect of over 55% in size
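HEK293 cells stably expressing V1b receptor, seeded overnight in 1% FBS, were treated with compounds for 30 min at 37C, then stimulated 5 min with 25 nM vasopressin; phospho-ERK read by AlphaScreen SureFire after lysis.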
4-MU autofl – 4-MU region autofluorescence; compound autofluorescence, 340/450 nm, 4-MU equivalents; hits give high values; max dye-equivalent concentration, M; actives 11% (n = 59,000); in the data active means max dye-equivalent concentration above about 10 nM; inconclusive means mostly about 1.1 nM to 9.6 nM
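Compounds in 100 mM Tris, pH 8.0, incubated 15 min at room temperature, then fluorescence read at 340 nm excitation/450 nm emission. Signal converted to 4-MU dye-equivalent concentration using an on-plate six-point 4-MU standard curve.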
A350 fluor – compound fluoresces in the Alexa 350 spectral region | max dye-equivalent concentration, M | AID 590 | actives 11% (n = 59,000) | Compound autofluorescence, 340/450 nm, Alexa 350 dye-equivalents; hits give high values; in the data active means max dye-equivalent concentration above about 10 nM; inconclusive means mostly about 1.1 nM to 9.6 nM
Fluorescein fluor – compound fluoresces in the fluorescein spectral region | Compound autofluorescence, 480/540 nm, fluorescein-equivalent; hits give high values | max fluorescein-equivalent concentration, M | actives 0.91% (n = 59,000); in the data active means max fluorescein-equivalent concentration above about 10 nM; inconclusive means between about 1.1 nM and that limit
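Compounds (23 nL) in 100 mM Tris pH 8.0, 15 min at room temperature, then fluorescence read at 480 nm excitation/540 nm emission. Signal converted to fluorescein-equivalent concentration from an on-plate fluorescein standard curve.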
Numbers without * were called inactive; i = inactive; ? = inconclusive; . = not tested or not shown; [ ] = remark or other dose. Unless noted, the call rests on the fitted dose curve; in most records, active means well fitted curve in the direction sought with a large enough effect; inconclusive means small, poorly fitted or top-dose-only effect, or another doubt; inactive means no such curve, though single readings can be large; an effect the other way counts as inactive or inconclusive.

SMILES	Caspase-7 inhib	TexasRed autofl	Rhodamine fluor	Tau filament bind	FLuc inh	HEK293 cAMP cs	Caspase-1 inhib	ERK AVP inh	4-MU autofl	A350 fluor	Fluorescein fluor
CCCc1cc(=O)n2[nH]c(NCc3cccs3)nc2n1	0%	?	i	1%	3%	-4%	2%	5%	i	i	?
O=[N+]([O-])c1ccc2cn[nH]c2c1	1%	.	.	?	.	12%	0%	0%	.	.	.
CCC(CC)n1[nH]c(=O)cc1N	.	i	i	.	1%[25.5 µM]	.	.	.	i	i	i
Cc1oc(-c2ccc(Cl)cc2)nc1CN1CCCC(C(=O)N2CCN(C(=O)c3ccco3)CC2)C1 (stereo not given)	-2%	.	.	51%	0%	?	-1%	-4%	.	.	.
O=[N+]([O-])c1cccc(/C=N\Nc2ccc3ccccc3n2)c1O	1%[11.5 µM]	i	i	3.2µM*	3.2µM*	-5%[11.4 µM]	-2%[11.5 µM]	-25%[11.5 µM]	i	i	?
CCn1ncc(Br)c1C(=O)Nc1sc2c(c1C(=O)OC)CCC2	-1%	i	i	3%	2%	23%	0%	-3%	3.4e-08M*	2.5e-08M*	i
Nc1nc(SCC(=O)N2CCCc3ccccc32)[nH]c(=O)c1-c1ccccc1	0%	i	i	-8%	1%	24%	-1%	-16%	i	i	i
COCCSc1ccccc1C(=O)Nc1nnc(C)s1	0%	i	i	-4%	0%	8%	0%	-5%	i	i	i
COc1cccc(-c2cncnc2N(C)Cc2ccco2)c1	-7%	?	i	4%	-1%[2.29 µM]	0%	0%	-4%	i	i	i
CCOc1ccccc1Nc1nc2ccccc2[nH]1	0%	?	i	-8%	-26%	-1%	0%	-14%	i	?	i
FC(F)(F)c1ccccc1-c1nc(NCc2cccnc2)c2ccccc2n1	?	i	i	-2%	2%[2.29 µM]	11%	?	-3%	i	i	?
Cc1cc(C)nc(N2CCN(c3nnnn3-c3ccccc3)CC2)n1	0%[0.00368 µM]	i	i	4%	3%	?	-1%	11%	i	?	?
Cn1nc(C(=O)Nc2sccc2C(N)=O)ccc1=O	-1%	i	i	25µM*	-4%	5%	-3%	-24%	i	i	i
Cc1ccn(S(=O)(=O)c2ccc(C(C)(C)C)cc2)n1	-2%	i	i	-19%	2%	22%	-3%	1%	i	i	?
COc1ccc(Cl)cc1NC(=O)CSc1nnc(-c2ccncc2)n1CC1CCCO1 (stereo not given)	3%	i	i	5%	3%	9%	-4%	5%	i	i	i
O=C(NC12CC3CC(CC(C3)C1)C2)c1cncc(O)c1	2%	i	i	4%	2%	-1%	-2%	6%	i	i	?
COCCn1nnnc1C(c1cc2c(C)cc(C)cc2[nH]c1=O)N1CCCCCC1 (stereo not given)	-4%	i	i	-7%	2%	2%	-7%	-2%	?	?	?
COc1ccc2nc(NCCO)[nH]c2c1	1%	?	i	4%	-1%	2%	2%	14%	i	i	i
CSCC[C@H](NC(=O)OC(C)(C)C)c1nnc(SCc2cccc(F)c2)o1	-2%	i	i	-14%	-2%	?	-2%	-6%	i	i	i
O=C(Nc1ccccc1-c1nnn(CC(=O)N2CCCc3ccccc32)n1)c1ccco1	-2%	i	i	30%	-1%	20%	-3%	12%	i	i	i
COc1ccc(-c2cc(C(F)(F)F)nc(S(=O)(=O)CCC(=O)N3CCOCC3)n2)cc1	0%	?	i	328%	-1%	19%	-8%	6%	9.6e-08M*	1.1e-07M*	?
CCOc1ccccc1NC(=O)N1CCC(n2nnc3cc(C)ccc32)CC1	0%	i	i	8%	-3%	8%	-1%	-8%	i	i	i
Cc1c(-c2cccs2)[n+](=O)c2c(n1[O-])CCCCC2	1%	.	.	4%	2%	2%	0%	17%	.	.	.
Cn1c(=O)cc(OCCCC(=O)NCCCN2CCN(Cc3ccccc3)CC2)c2ccccc21	0%	i	i	27%	0%	11%	1%	48%[activator]	i	i	i
COc1ccc(CN2CCCC2C(=O)Nc2ccc(OC)c(OC)c2)cc1OC (stereo not given)	1%	.	.	-2%	4%	1%	1%	-22%	.	.	.

Given with bars between the fields: entries from further up
Structure | Caspase-7 inhib | TexasRed autofl | Rhodamine fluor | Tau filament bind | FLuc inh | HEK293 cAMP cs | Caspase-1 inhib | ERK AVP inh | 4-MU autofl | A350 fluor | Fluorescein fluor
Cn1nc(C(=O)Nc2sccc2C(N)=O)ccc1=O | -1% | i | i | 25µM* | -4% | 5% | -3% | -24% | i | i | i
COc1ccc(Cl)cc1NC(=O)CSc1nnc(-c2ccncc2)n1CC1CCCO1 (stereo not given) | 3% | i | i | 5% | 3% | 9% | -4% | 5% | i | i | i
O=C(Nc1ccccc1-c1nnn(CC(=O)N2CCCc3ccccc32)n1)c1ccco1 | -2% | i | i | 30% | -1% | 20% | -3% | 12% | i | i | i
Nc1nc(SCC(=O)N2CCCc3ccccc32)[nH]c(=O)c1-c1ccccc1 | 0% | i | i | -8% | 1% | 24% | -1% | -16% | i | i | i
COc1ccc2nc(NCCO)[nH]c2c1 | 1% | ? | i | 4% | -1% | 2% | 2% | 14% | i | i | i

A few values from above.
For HEK293 cAMP cs, FC(F)(F)c1ccccc1-c1nc(NCc2cccnc2)c2ccccc2n1 shows 11%
For Caspase-1 inhib, Cc1ccn(S(=O)(=O)c2ccc(C(C)(C)C)cc2)n1 shows -3%
For FLuc inh, CCOc1ccccc1Nc1nc2ccccc2[nH]1 shows -26%
For Caspase-1 inhib, COc1ccc2nc(NCCO)[nH]c2c1 shows 2%

(more compounds)
SMILES	Caspase-7 inhib	TexasRed autofl	Rhodamine fluor	Tau filament bind	FLuc inh	HEK293 cAMP cs	Caspase-1 inhib	ERK AVP inh	4-MU autofl	A350 fluor	Fluorescein fluor
CC1CN(C(=O)c2ccncc2)CC(C)O1 (stereo not given)	1%	?	i	-2%	1%	10%	2%	-3%	?	?	i
NC(=O)C1CCN(C(=O)CCCCCn2c(=O)[nH]c3ccsc3c2=O)CC1	-1%	?	i	5%	-3%	-2%	3%	5%	i	i	i
c1cn2cc(-c3ccc4c(c3)OCO4)nc2s1	-2%	i	i	-32%	7.9µM*	6%	-2%	5%	i	i	i
CS(=O)(=O)N(CC(=O)NCCSCc1c(F)cccc1Cl)c1ccc2c(c1)OCO2	-1%	i	i	9%	2%	11%	0%	-12%	i	i	i
CCOC(=O)CCc1c(C)n(CC)c2cc(-c3ccccc3OC)nn2c1=O	1%	i	i	29%	0%	2%	1%	29%	i	i	i
CN1CCN(CC(O)COc2ccc(OCC(O)CN3CCN(C)CC3)cc2)CC1 (stereo not given)	1%	i	i	4%	1%	3%	-1%	18%	i	i	?
CCn1c(SCC(=O)c2cccs2)nnc1-c1ccco1	6%	i	i	-2%	-5%	5%	0%	10%	?	?	i
O=C(Nc1ccc2c(c1)C(=O)N(C1CCCCC1)C2=O)C1CCCO1 (stereo not given)	-5%	i	i	-19%	-1%	-4%	-4%	?	2e-07M*	1.9e-07M*	i
OC(COc1c(Cl)cc(Cl)cc1Cl)CN1CCCCC1 (stereo not given)	-8%	.	.	4%	0%	?	-12%	9%	.	.	.
CC(C)(C)OCC1CO1 (stereo not given)	1%	.	.	-4%	.	-12%	-5%	6%	.	.	.
O=C(O)C1CCCCC1C(=O)OCCCCOC(=O)C1CCCCC1C(=O)O (stereo not given)	-1%	.	.	-3%[11.4 µM]	1%	3%[11.4 µM]	-3%	23%	.	.	.
COc1cc(NS(=O)(=O)c2ccc(NC(=O)COc3ccccc3C)cc2)nc(OC)n1	-3%	i	i	-1%	1%	0%	-2%	4%	i	i	i
CCCCn1c(SCC(=O)N2CCC(C(=O)OCC)CC2)nc2cc(S(N)(=O)=O)ccc21	-1%	i	i	15%	6%	13%	1%	?	i	i	i
Cn1ccnc1SC(=O)N1c2ccccc2Sc2ccccc21	1%	.	.	2%[11.4 µM]	-1%	21%[11.4 µM]	-1%	-1%	.	.	.
CC1(C)CC(=O)C2=C(C1)Nc1[nH]n(-c3ccccc3)c(=O)c1C2c1ccc2c(c1)OCO2 (stereo not given)	0%	i	i	40%	-1%	4%	-1%	-16%	i	i	i
CCOC(=O)c1ccc(Cn2cnc3ccccc3c2=O)cc1	0%	i	i	5%	0%	5%	0%	-13%	i	i	i
Cc1ccccc1C(=O)NC1CC(C)(C)NC(C)(C)C1	0%	i	i	-3%	2%	6%	1%	3%	i	i	i
COC(=O)c1cc(OC)c(OC)cc1NC(=O)C1CCC(=O)N1S(=O)(=O)c1ccc(C)cc1 (stereo not given)	-2%	i	i	-3%	0%	1%	1%	25µM*	i	i	?
Cc1oc(-c2ccc(Cl)cc2)nc1CN1CCC(C(=O)NCc2cccnc2)CC1	1%	i	i	12%	1%	7%	-3%	-20%	i	i	i
c1ccc2c(-n3cccn3)cccc2c1	-1%	i	i	-10%	-18%	-10%	2%	30%[activator]	i	i	?
COc1ccc(CC(=O)OCC(=O)Nc2c(C)n(C)n(-c3ccccc3)c2=O)cc1	1%	i	i	-1%	1%	15%	0%	6%	i	i	i
O=C(CSc1nc2c(sc3ccccc32)c(=O)n1Cc1ccco1)NCC1CCCO1 (stereo not given)	1%	i	i	-10%	1%	18%	0%	19%	?	?	i
Cc1cc2cc(CNC(=O)CC(C)C)ccc2n1C	-7%	?	i	42%	-4%	5%	-10%	21%	?	?	?

Not all compounds are listed; count on the stated rates, not on these rows.
